MEX-5 binding – C. elegans MEX-5 TCR-2 RNA binding activity; MEX-5/FITC-TCR2 RNA binding, fluorescence polarization; stronger effect = lower value; activity score (negative = inhibition of binding), % at 10 µM; 300,000 compounds, 0.38% hits; AID 1832;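 active = inhibition past about -25% in most replicates, and total fluorescence under double the plate's negative control median, limit read from the data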;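 note: 0% = DMSO and -100% = 5 µM competing unlabeled TCR2 RNA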
Target sequence (Q9XUB2 whole entry, looked up): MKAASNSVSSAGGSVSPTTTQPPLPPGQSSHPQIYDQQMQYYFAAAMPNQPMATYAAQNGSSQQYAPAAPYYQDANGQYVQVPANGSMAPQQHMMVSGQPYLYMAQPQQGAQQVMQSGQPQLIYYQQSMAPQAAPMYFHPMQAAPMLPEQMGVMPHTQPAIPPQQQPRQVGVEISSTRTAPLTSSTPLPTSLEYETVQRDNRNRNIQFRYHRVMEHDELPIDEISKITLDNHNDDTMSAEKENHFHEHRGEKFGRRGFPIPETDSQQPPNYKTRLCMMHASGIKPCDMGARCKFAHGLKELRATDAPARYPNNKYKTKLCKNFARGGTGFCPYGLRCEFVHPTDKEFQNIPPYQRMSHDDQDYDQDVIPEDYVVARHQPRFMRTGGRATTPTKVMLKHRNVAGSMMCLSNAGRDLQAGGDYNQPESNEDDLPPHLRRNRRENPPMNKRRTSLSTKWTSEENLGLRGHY
VLA-4 inh – inhibition in a human VLA-4 binding assay. VLA-4 expressing cells, ligand binding flow cytometry. 330,000 compounds, 0.2% hits. P13612. inhibition, % (about 7 µM as worked out from the volumes in the protocol); in the data active = inhibition above about 50%
Efflux pump inh – antifungal efflux pump inhibition, Nile Red retention | S. cerevisiae Candida pump triplex | inhibition, % at 10 µM | 330,000 compounds, 0.44% hits | AID 485275;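 active = plate passing quality check with inhibition over a set limit, or well fluorescence over plate mean plus 4 SD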;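 note: Nile Red retained in pooled yeast measured as flow cytometry median fluorescence; 0% = buffer negative control and 100% = Enniatin B positive control; higher means more Nile Red kept so more efflux inhibition; some compounds called inactive have numbers as strong as hits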
Fam108B counter – counter-screen for RBBP9 inhibitors: inhibitors of mouse Fam108B. recombinant Fam108B, FP-Rh probe fluorescence polarization. inhibition, % at 9.51 µM. 300,000 compounds, 0.33% hits;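 active = inhibition above the screen mean inhibition plus 3 SD, computed separately per campaign, cut at about 18% in these data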;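 note: inhibitors lower polarization as less probe binds the enzyme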
GLD-1 RNA inh – GLD-1-TGE RNA interaction inhibition (C. elegans); Q17339; purified GLD-1 + fluorescein TGE RNA, fluorescence polarization; inhibition, % at 5.96 µM; 320,000 compounds, 0.44% hits; AID 2280;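 active = percent inhibition above a per-plate cutoff, the plate mean of test compounds plus 3 SD, cut at about 30% in these data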;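 note: 0% = DMSO wells with GLD-1 and probe and 100% = wells lacking GLD-1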
Target sequence (Q17339 whole entry, looked up): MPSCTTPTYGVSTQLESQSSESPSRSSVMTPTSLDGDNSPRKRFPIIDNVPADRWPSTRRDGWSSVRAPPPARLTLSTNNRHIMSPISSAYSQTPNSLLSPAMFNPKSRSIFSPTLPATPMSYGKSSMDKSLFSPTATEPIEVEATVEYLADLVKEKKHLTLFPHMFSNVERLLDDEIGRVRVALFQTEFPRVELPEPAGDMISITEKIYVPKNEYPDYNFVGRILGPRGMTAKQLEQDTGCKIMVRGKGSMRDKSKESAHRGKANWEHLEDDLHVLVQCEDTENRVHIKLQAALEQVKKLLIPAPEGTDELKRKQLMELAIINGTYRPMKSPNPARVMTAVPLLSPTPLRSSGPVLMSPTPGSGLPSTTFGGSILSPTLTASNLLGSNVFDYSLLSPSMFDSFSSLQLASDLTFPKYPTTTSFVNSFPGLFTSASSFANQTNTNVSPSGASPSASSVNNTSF
PME-1 primary – PME-1 (human) inhibition; 320,000 compounds, 0.53% hits; recombinant PME-1, FP-Rh probe fluorescence polarization; AID 2130; inhibition, % at 5.9 µM;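 active = inhibition above the campaign mean of all compounds plus 3 SD, cut at about 26% in these data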;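 note: competitive labeling of PME-1 active site by serine hydrolase directed probe; 0% = PME-1 with DMSO and 100% = wells lacking PME-1 enzyme; inhibitors block probe labeling so polarization falls and inhibition rises; many of its hits are not listed in these tables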
GRK2 aptamer HTS – blocks RNA aptamer binding to human GRK2. P25098. AID 488847. inhibition of aptamer binding, % at 10 µM. 330,000 compounds, 0.59% hits. bead flow cytometry, FAM-aptamer displacement from GRK2;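 active = inhibition of aptamer binding above 40%, roughly 3 SD of noise, on plates passing a quality check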;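 note: median bead fluorescence of bound FAM aptamer so fluorescent compounds give negative values; no value below 0 was filed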
BCLXL inh – inhibitors of human Bcl-xL; GST-Bcl-xL / FITC-Bim BH3 peptide fluorescence polarization; AID 2129; 320,000 compounds, 0.7% hits; inhibition, % at 10.9 µM; Q07817;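 active = inhibition above the mean of all tested compounds plus 3 SD, cutoff set per campaign, cut at about 30% in these data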;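 note: 0% = DMSO wells and 100% = unlabeled Bim-BH3 peptide competitor; inhibitors lower millipolarization by displacing the labeled peptide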
MCL1 BIM primary – inhibitors of human MCL1 binding to BIM-BH3 peptide. GST-MCL1 / FITC-Bim-BH3 fluorescence polarization. inhibition, % at 10.9 µM. 320,000 compounds, 0.68% hits. AID 2057;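 active = inhibition above the mean inhibition of all tested compounds plus 3 SD, set per campaign, cut at about 40% in these data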;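 note: 0% = DMSO wells and 100% = unlabeled Bim-BH3 peptide control; higher means more loss of mP so more displacement of Bim peptide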
* = called active by the depositor; / = no result given. An excerpt; count on the stated rates, not on these rows.

SMILES	MEX-5 binding	VLA-4 inh	Efflux pump inh	Fam108B counter	GLD-1 RNA inh	PME-1 primary	GRK2 aptamer HTS	BCLXL inh	MCL1 BIM primary
Cc1cccc(Nc2nnc(SCC(=O)Nc3cccc(S(=O)(=O)N4CCCCC4)c3)s2)c1	1.6	-6	-2.5	-15	-2	8	0	-4	-9
OC1=C(O)c2nc3cc(C(F)(F)F)ccc3nc21	-0.5	21	0.0	2	4	10	0	1	-2
O=C(c1cccc(C(F)(F)F)c1)C1CCCN(Cc2cccn2-c2ccccn2)C1 (stereo not given)	0.3	23	0.0	1	-1	-4	0	6	2
C=CCNC(=O)c1c(N)n(-c2cccc(S(N)(=O)=O)c2)c2nc3ccccc3nc12	-7.5	1	0.2	0	-4	1	3	1	0
CCCC1=C/C(=C/c2ccc(-c3ccccc3OC)o2)C(=O)O1	-1.6	-17	-4.3	-7	-7	2	2	-11	-35
O=C(CSCc1ccccc1)NCc1ccc2c(c1)OCO2	-1.5	-6	-0.1	-3	-5	2	0	-1	-5
CCOc1cc(C2NC(=O)N(C)C(C)=C2[N+](=O)[O-])ccc1OC(C)=O (stereo not given)	-1.2	13	0.0	4	-5	4	1	4	1
COC(=O)c1c(-c2ccccc2)c[nH]c1C	-1.9	-9	-0.1	4	12	3	0	3	0
CN(C)S(=O)(=O)c1ccc(NC(=O)c2ccc3ncsc3c2)cc1	-3.4	-3	-0.1	2	1	1	17	-1	-6
Cc1cc(C)n2nc(C(=O)OCCOc3cccc(Br)c3)nc2n1	0.8	-4	-0.3	1	-4	-2	3	3	0
COc1ccc2[nH]c3c(c2c1)CCN1C(=O)N([C@@H](C)C(=O)NC2CCCC2)C(=O)[C@]31C	1.8	-16	0.1	1	8	3	7	1	-3
O=C(NC1CCCCC1)c1n[nH]c2c1CCCCC2	/	7	0.1	1	-7	-2	0	0	-9
O=c1c2cc(NC(=S)NCc3ccccn3)ccc2nc2n1CCCCC2	-0.8	3	-0.3	2	-1	-3	2	3	-7
O=C(CCC1CCCCC1)Nc1ccccc1O	2.5	6	-0.1	-1	0	0	0	6	2
COc1ccc(NS(=O)(=O)c2cccc(C(=O)N/N=C(\C)c3ccc(-n4ccnc4)cc3)c2)cc1	0.5	6	0.1	-7	-3	-7	0	0	-4
O=C(Nc1ccc(Br)cc1)NC1CCCCCCC1	2.9	5	0.1	1	3	-6	28	6	10
CC1=NN(C(C#N)c2ccc(F)cc2)C(c2ccccc2)C1 (stereo not given)	-0.8	-6	-0.1	5	9	-9	0	8	13
O=C(COC(=O)c1ccc2ccccc2n1)Nc1ccccc1Br	/	-28	-0.3	/	-8	/	0	/	/
CC(=O)Nc1ccc(NC(=O)COC(=O)COc2ccc3ccccc3c2)cc1	/	0	-0.1	/	4	/	6	/	/
CN(Cc1ccccc1)C(=O)COC(=O)c1cc(-c2ccc(Cl)s2)nc2ccccc12	0.9	-9	0.0	-14	4	-9	1	6	5

Complete entries from above. Order of values: MEX-5 binding | VLA-4 inh | Efflux pump inh | Fam108B counter | GLD-1 RNA inh | PME-1 primary | GRK2 aptamer HTS | BCLXL inh | MCL1 BIM primary
Entry for Cc1cc(C)n2nc(C(=O)OCCOc3cccc(Br)c3)nc2n1 → 0.8 | -4 | -0.3 | 1 | -4 | -2 | 3 | 3 | 0
Entry for O=c1c2cc(NC(=S)NCc3ccccn3)ccc2nc2n1CCCCC2 → -0.8 | 3 | -0.3 | 2 | -1 | -3 | 2 | 3 | -7

(list continues)
SMILES	MEX-5 binding	VLA-4 inh	Efflux pump inh	Fam108B counter	GLD-1 RNA inh	PME-1 primary	GRK2 aptamer HTS	BCLXL inh	MCL1 BIM primary
Cc1ccc2[nH]c3c(c2c1)CC/C(=C/c1ccccc1)C3=O	0.5	4	-0.1	0	6	4	4	6	-1
COC(=O)CC1C(=O)NCCN1C(=O)c1cc([N+](=O)[O-])ccc1Cl (stereo not given)	0.1	0	-0.1	1	4	0	0	0	9
CCOc1ccccc1NC(=S)N1CCN(c2ccccc2)CC1	2.0	6	0.0	0	8	-4	0	0	-2
O=C(Nc1ccc(F)cc1)c1ccccc1	-3.7	25	0.0	-2	-1	1	3	1	3
Cc1ccc(-c2nnc(N)s2)cc1	-0.2	46	5.5*	0	3	-8	0	-2	3
O=C1NC(=O)/C(=C\c2ccc(Br)o2)S1	-7.1	-9	-0.1	9	6	2	90*	17	36
C(=N\c1nc2ccccc2n1CCN1CCCCC1)/c1ccc2c(c1)OCO2	2.9	10	-0.1	2	0	1	0	4	-3
COc1ccc(-c2cc(-c3ccc(OC)cc3)[nH]n2)cc1	-0.4	-4	0.0	0	5	3	3	2	-7
CCOC(=O)c1cc2c(=O)n3ccccc3nc2n(CCCOC)c1=NC(=O)c1ccncc1	-1.6	-14	-0.1	5	-5	7	2	4	7
O=C(NC1CCCC1)c1nc2c(nnn2Cc2cccc(Cl)c2)c(=O)[nH]1	-2.1	-11	-0.4	-1	4	-3	0	2	4
CCOC(=O)C1CCN(S(=O)(=O)CCNC(=O)c2ccc3c(c2)OCO3)CC1	2.1	1	0.0	-1	8	-4	0	4	5
COc1ccc2[nH]c(C)c(CCN(Cc3cccs3)C(=S)Nc3ccccc3OC)c2c1	1.3	14	0.0	3	50*	11	0	60*	65*
COc1ccc(Cl)cc1NC(=O)CN(C)C(C)C(=O)NCC1CCCCC1 (stereo not given)	1.1	4	-0.1	-3	4	5	0	11	7
CCOc1ccccc1NC(=O)CN1CCN(C(=O)C2CCCO2)CC1 (stereo not given)	2.2	-19	3.2	3	6	0	3	0	6
Cc1ccc(-n2c(SCC(=O)NNC(=S)Nc3ccccc3)nc3ccccc3c2=O)cc1	2.3	-4	0.0	3	-3	4	0	3	2
C/C(=N\NC(=O)C(N)=O)c1ccc(O)cc1O	-1.0	-18	0.1	6	-3	2	3	-3	-1
NC(=O)c1cc([N+](=O)[O-])ccc1NCc1cccc([N+](=O)[O-])c1	/	-4	-0.2	0	-4	6	3	3	0
Cc1ccc(Cl)cc1N1CCN(C(=O)CSc2ccsc2[N+](=O)[O-])CC1	0.0	10	-1.5	6	-1	7	1	9	11
Cc1nc(CN2CCCCC2)cc(=O)[nH]1	1.1	14	0.0	2	-9	3	1	1	0
CN(C)CCN1C(=O)c2oc3ccc(Cl)cc3c(=O)c2C1c1cccc(Br)c1 (stereo not given)	-1.7	33	0.1	-2	4	3	2	-11	-7
COc1cc(C)ccc1OCCOc1c(C)cccc1Cl	0.2	16	-0.1	-4	6	-7	0	2	2
COc1ccccc1CNC(=O)C(=O)NCC1OCCN1C(=O)c1cccs1 (stereo not given)	-0.8	23	0.3	-2	1	1	0	4	4
COc1ccc(S(=O)(=O)N2CCCCC2)cc1NC(=O)C1COc2ccccc2O1 (stereo not given)	0.3	0	-0.1	-4	6	7	4	0	2
O=C(CSc1nnc(-c2ccccn2)o1)Nc1cccc(Cl)c1	-0.4	18	-0.1	-2	4	1	1	5	6
O=C(NCCc1ccccc1)/C(=C\c1ccc([N+](=O)[O-])cc1)NC(=O)c1ccco1	-3.2	0	0.1	-1	-29	-9	5	-16	-36
O=C1OCCN/C1=C\C(=O)c1ccc(Cl)cc1	-0.6	12	0.2	3	-8	-3	0	9	7
COc1ccccc1C(CNC(=O)c1ccc(OCc2c(C)noc2C)cc1)N1CCCC1 (stereo not given)	/	16	0.1	/	-7	-3	0	5	0
CC(=O)N1CCc2c(sc(NC(=O)CCS(=O)(=O)c3ccc(C)cc3)c2C(N)=O)C1	-2.5	-17	0.0	0	5	-1	1	6	6
Cc1cc(C)c(NC(=S)NCC2CCN(C(C)c3ccccc3)C2)c(C)c1 (stereo not given)	-4.4	3	0.3	-2	-2	-7	0	-4	-3
O=C(COC(=O)Cc1ccc(S(=O)(=O)N2CCOCC2)s1)Nc1ccc([N+](=O)[O-])cc1	/	-4	-0.1	/	0	7	7	2	6
COc1cc(C)ccc1OCc1cc(C(=O)N2C[C@H]3CC[C@H]2C3)no1	-0.9	6	0.1	2	-4	0	5	6	5
COc1ccccc1N1CCN(C(=O)CCC(=O)N2CCN(c3ccc(F)cc3)CC2)CC1	-1.2	21	0.2	1	-5	-2	0	-2	-11
Cn1cc(CN2CCN(Cc3ccc4c(c3)OCO4)CC2)c(-c2ccccc2F)n1	1.6	10	0.2	3	-3	-2	2	0	14
CCn1ccnc1CNC(=O)c1cc(COc2ccc(F)cc2F)on1	-0.4	5	0.0	-1	1	3	5	3	-6
CCOc1c(O)ccc(C2NC(=O)NC(C)=C2C(=O)OC)c1[N+](=O)[O-] (stereo not given)	-3.6	-4	-0.1	4	4	-1	6	8	8
CCn1c(SCC(=O)NNC(=O)c2ccc(OC)cc2)nnc1C1CC1	-1.1	4	0.5	-3	3	-7	0	0	2
Cc1ccc(C(=O)COC(=O)CNC(=O)c2cccs2)cc1C	0.7	-5	-0.4	7	-3	-9	5	-2	0
COC(=O)c1sc(NC(=S)NC(=O)c2cccc(C)c2)nc1C	1.2	11	0.1	1	3	7	0	2	5
CCOC(=O)c1cnc2ccc(OC)cc2c1NCc1ccccc1	-1.0	-6	-0.1	-3	2	2	0	2	-7
CC1CCCC(C)N1CCCNC(=O)c1ccc2nc(N3CCOCC3)sc2c1 (stereo not given)	-1.9	3	0.6	-1	8	-1	0	3	7
CC(C)[C@H](NC(=O)c1ccc(F)cc1)C(=O)OCC(=O)NC(=O)c1cccn1C	-3.6	10	0.0	4	2	1	4	11	0
Cc1cc2c(n1-c1ccc(C(N)=O)cc1)CC(C)(C)CC2=O	-0.5	9	0.0	1	2	1	2	-1	1
CCOC(=O)C1(Cc2cccc(Cl)c2)CCCN(C(=O)c2cn[nH]c2)C1 (stereo not given)	1.3	25	0.1	1	6	10	0	1	-2
COC(=O)c1ccc(C23CC4(C2)[C@H](CN(Cc2ccc(-c5ccccc5)cc2)[C@@H]4c2ccccc2)C3c2ccc(Cl)nc2)cc1 (stereo not given in full)	2.9	-1	0.1	-8	-3	-8	0	-4	-4
C[C@H](CO)N1C[C@H](C)[C@@H](CN(C)C(=O)NC2CCCCC2)Oc2c(NS(=O)(=O)c3ccccc3)cccc2C1=O	/	4	-0.4	/	6	/	0	/	/
C=CCOc1cccc(/C=N/NC(=O)CN2CCCCC2)c1	-0.5	9	-0.1	-3	-2	-1	0	7	14
Cc1cc(C(=O)CN2C(=O)NC3(CCCc4sccc43)C2=O)c(C)n1-c1ccc(Cl)cc1 (stereo not given)	2.6	1	0.0	1	4	-5	2	5	8
COC(=O)/C=C1\SC(=Nc2ccccc2)NC1=O	3.0	-9	-0.2	-3	4	6	0	-2	0
O=C(CN1CCN(c2ccccn2)CC1)Nc1cccc(S(=O)(=O)N2CCCC2)c1	-1.2	6	0.1	-5	3	16	0	0	1
O=C(NCCS(=O)(=O)N1CCN(c2ccccc2F)CC1)c1ccc2c(c1)OCO2	-0.1	0	0.0	-1	4	0	0	6	1
Cc1ccccc1OCC(=O)N/N=C/c1cccn1C	2.2	-2	0.1	-1	0	2	4	1	5
O=C(NCc1ccc2c(c1)OCO2)c1cc2ccccc2oc1=O	-1.7	7	0.1	3	-5	-2	0	0	1
COc1ccc(C2C(C(C)=O)=C(O)C(=O)N2c2ccc(Br)cc2)cc1 (stereo not given)	1.3	3	0.2	2	-3	0	0	2	-7
Cc1nn(C)c2ncc(C(=O)c3cc(F)ccc3O)cc12	-0.4	5	0.0	0	5	2	0	4	0

Compound activity (PubChem BioAssay)
